SMARCA2 activ: increases SMARCA2 function in MMTV reporter cells; MG213 cells, MMTV-luciferase reporter, dexamethasone, overnight; activation, % at 9.1 µM; 1% of 370,000 active; AID 652017; in the data active = activation above about 7.8%;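 also: 0% = vehicle wells and 100% = reference activator wells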
hgDAF-12 ag: activates the H. glycines DAF-12 receptor ligand-binding domain | HEK293 GAL4-hgDAF12 UAS-luciferase reporter, agonist luminescence; normalized to butyrate control | activation, % at 6.8 µM | 1.8% of 370,000 active;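 active = activation above a cutoff set at the mean of all screened compounds plus 3 SD, cut at about 10% in these data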;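 also: 0% = DMSO wells and 100% = sodium butyrate wells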
NR1D1 modulator: modulates human Rev-erb alpha binding to DNA. Rev-erbα–FITC-DNA binding, fluorescence polarization, 90 min. activity, % at 10 µM. 0.79% of 370,000 active. P20393;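 active = activity above about 14%, limit read from the data; passing the limit was not always enough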;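 also: 0% = DMSO wells with 35 nM protein and 100% = DMSO wells with 750 nM protein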
Target sequence (P20393 whole entry, looked up): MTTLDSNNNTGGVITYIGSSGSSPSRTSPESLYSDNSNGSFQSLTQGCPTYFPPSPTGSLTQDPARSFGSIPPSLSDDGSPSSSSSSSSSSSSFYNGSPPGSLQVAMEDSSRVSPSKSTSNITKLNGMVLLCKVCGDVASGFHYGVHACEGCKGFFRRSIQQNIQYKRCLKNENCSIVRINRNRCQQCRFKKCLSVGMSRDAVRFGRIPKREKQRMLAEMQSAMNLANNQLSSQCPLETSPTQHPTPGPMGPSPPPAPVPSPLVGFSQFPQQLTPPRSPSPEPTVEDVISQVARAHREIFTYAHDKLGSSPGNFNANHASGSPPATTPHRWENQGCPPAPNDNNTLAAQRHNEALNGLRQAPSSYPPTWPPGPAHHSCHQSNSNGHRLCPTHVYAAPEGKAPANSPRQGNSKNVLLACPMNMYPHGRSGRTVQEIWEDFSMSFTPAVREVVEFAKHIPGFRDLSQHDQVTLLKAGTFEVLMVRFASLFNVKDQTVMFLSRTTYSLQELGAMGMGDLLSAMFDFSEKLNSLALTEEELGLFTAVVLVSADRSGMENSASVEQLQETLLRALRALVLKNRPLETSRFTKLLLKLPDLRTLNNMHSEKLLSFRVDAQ
MBD2 DNA inh: blocks human MBD2 binding to methylated DNA; Q9UBB5; TR-FRET, MBD2 binding to methylated oligonucleotide; 0.31% of 370,000 active; inhibition, % at 4.4 µM; AID 686964; in the data active = inhibition above about 13%
DAX1 inh-1: inhibitors of DAX1 repression of SF-1 activated StAR promoter; HEK293T StAR-luciferase reporter, SF-1/DAX-1 repression relief; inhibition, % at 6.8 µM; 1.1% of 370,000 active; AID 652010;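 active = inhibition above the mean over all tested compounds plus 3 SD, cut at about 3.6% in these data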;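 also: 0% = DAX-1 cells with DMSO and 100% = cells lacking DAX-1 with DMSO; higher inhibition means more luminescence from relief of DAX-1 repression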
hcDAF-12 act: activates DAF-12 receptor from parasite H. contortus; HEK293 hcDAF-12 lit1-tk-luc reporter, luminescence; 0% DMSO, 100% Δ7-dafachronic acid; activation, % at 6.8 µM; 1.4% of 370,000 active; AID 652067;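 active = activation above the mean of all tested compounds plus 3 SD, cut at about 5.5% in these data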;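 also: 100% = response to 3 µM Δ7-dafachronic acid high control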
ADAM17 inh: inhibitors of human ADAM17 | P78536 | recombinant ADAM17, EDANS/DABCYL FRET peptide cleavage | inhibition, % at 6.95 µM | 0.83% of 370,000 active | AID 720648;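 active = inhibition above the mean of compounds lying between control limits plus 3 SD, set per campaign, cut at about 8.5% in these data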;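 also: 0% = DMSO-only wells as the low control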
PLCb3 inh: PLC-beta3 (human) inhibition, primary screen; Purified PLC-beta3, fluorogenic substrate, fluorescence; 0.18% of 370,000 active; inhibition, % at 12.2 µM; Q01970; AID 720704; in the data active = inhibition above about 11%;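 also: 0% = median of compound wells on plate and 100% = full blocker control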
PLC-gamma1 inh: inhibitors of human phospholipase C gamma1; 0.84% of 370,000 active; purified PLC-gamma1, fluorogenic substrate, fluorescence; AID 720700; inhibition, % at 12.2 µM; in the data active = inhibition above about 9.5%
ssDAF-12 act: S. stercoralis DAF-12 activation, primary screen | activation, % at 6.8 µM | HEK293 ssDAF-12/GRIP1 lit1-tk-luc reporter, luminescence; % of 3 µM dafachronic acid response | AID 652126 | 1% of 370,000 active;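 active = activation above the mean over all tested compounds plus 3 SD, cut at about 0.9% in these data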;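 also: 0% = DMSO-only wells and 100% = 3 µM delta7-dafachronic acid wells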
DAX1 inh-2: inhibitors of human orphan nuclear receptor DAX1 (NR0B1); P51843; HEK293 Gal4-DAX1 luciferase reporter, luminescence; inhibition, % at 6.75 µM; 0.99% of 340,000 active; AID 504766;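 active = inhibition above the mean over all tested compounds plus 3 SD, cut at about 4.2% in these data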;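 also: 0% = DAX1-transfected cells with DMSO and 100% = empty-vector control cells with DMSO; inhibition shows as a rise in luminescence from relieved DAX1 repression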
Target sequence (P51843 207-470 limits assumed): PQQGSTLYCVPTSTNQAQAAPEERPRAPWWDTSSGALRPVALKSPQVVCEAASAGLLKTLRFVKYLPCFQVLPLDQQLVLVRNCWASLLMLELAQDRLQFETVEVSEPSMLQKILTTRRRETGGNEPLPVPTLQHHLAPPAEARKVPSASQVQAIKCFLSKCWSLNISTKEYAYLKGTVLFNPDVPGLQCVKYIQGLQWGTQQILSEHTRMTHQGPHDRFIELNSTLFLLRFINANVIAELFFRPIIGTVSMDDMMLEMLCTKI
* marks the source's active call; other numbers are inactive results; nt = no result given.

SMILES	SMARCA2 activ	hgDAF-12 ag	NR1D1 modulator	MBD2 DNA inh	DAX1 inh-1	hcDAF-12 act	ADAM17 inh	PLCb3 inh	PLC-gamma1 inh	ssDAF-12 act	DAX1 inh-2
COC(=O)[C@]1(Cc2ccccc2)N[C@H](CN(C)S(=O)(=O)c2ccc(F)cc2)[C@@H]2C(=O)N(Cc3ccccc3)C(=O)[C@@H]21	-2.2	1.6	-1.5	-7.5	1.8	-0.8	0.2	3.5	2.3	-0.7	-0.9
O=C(CSc1nnnn1-c1ccccc1)Nc1ncc2c(n1)CC(c1ccco1)CC2=O (stereo not drawn)	0.8	-0.2	-0.5	6.7	-0.7	-2.5	0.4	-1.4	2.5	-1.3	-0.6
Cc1nc(NCc2ccc3c(c2)OCO3)c2nnn(Cc3ccccc3)c2n1	-1.2	2.5	-4.6	3.1	-0.1	-1.5	-4.2	3.1	0.3	-1.5	0.3
COc1ccc(-n2c(COc3cccc4ccccc34)nnc2SCC(=O)NCc2ccco2)cc1	-4.3	-1.7	-1.4	-1.4	-0.7	0.0	2.5	-2.3	1.1	-1.9	-1.5
O=C(N/N=C/c1ccccc1OCc1ccccc1)c1cccnc1	1.0	-1.2	-2.4	1.5	0.2	-1.8	0.5	-4.9	2.7	-2.1	0.3
Cc1nn(-c2ccccc2)c(Cl)c1/C=C(\C#N)C(=O)NC(C)C	1.5	-0.8	-1.3	-2.2	0.1	-1.8	1.0	0.0	1.7	-0.2	-1.2
C1CCC(Nc2nnnn2C2CCCCC2)CC1	0.5	1.5	-5.5	-2.4	-0.2	-1.3	-1.4	3.1	1.0	0.0	2.2
CCCC(C)C(=O)Nc1ccc(S(=O)(=O)N2CCCC2)cc1 (stereo not drawn)	-0.1	-1.7	-8.1	-5.5	-0.2	-2.1	-0.2	-0.4	1.7	-1.3	0.9
CC(C)CNC(=O)c1ccccc1NC(=O)c1ccccc1N(C)S(=O)(=O)c1ccccc1	-3.5	-2.5	0.6	4.8	-0.9	-1.2	0.3	4.0	0.2	-1.9	-0.2
COc1ccc(N(CC(=O)NCc2ccco2)S(C)(=O)=O)cc1Cl	-2.1	-2.2	-2.3	6.1	-0.7	-1.8	-6.7	-4.1	-1.7	-1.1	0.2
Cc1ccc(NC(=O)C2=NNC(=O)CC2)cc1S(=O)(=O)Nc1ccc(SC(F)F)cc1	-3.0	-0.9	-2.7	-6.7	0.1	-2.2	2.1	-6.5	-3.5	-1.7	0.8
COC(=O)C1CN(C(=O)c2cccc(OC(F)F)c2)c2ccccc2O1 (stereo not drawn)	-3.6	5.4	-3.2	1.2	-0.1	1.4	-4.2	-5.9	0.3	0.6	0.3
CCCCCCS(=O)[C@H]1CS(=O)(=O)C[C@@H]1S(=O)CCCCCC (stereo partly drawn)	2.6	17.0*	0.2	-6.3	-0.5	-0.9	1.9	10.6*	3.1	-1.8	-0.7
CC(C)CCNc1nc2c(cc1C#N)COC(C)(C)C2	1.4	-1.1	5.6	-0.7	-0.6	-1.4	-202.1	-88.0	-69.6	-1.1	-0.7
COc1ccc(CCNC(=O)CCn2c(=O)c3cccn3c3ccc(F)cc32)c(OC)c1OC	5.1	-0.3	3.2	-1.9	-1.4	-4.6	-3.0	2.8	0.1	-1.4	-0.8
NS(=O)(=O)c1ccc(F)c(C(=O)O)c1	-3.8	2.0	0.8	8.8	0.0	0.9	-6.5	-1.8	7.8	-0.9	1.6
COc1ccc(N2CCN(C(=O)c3[nH]c4ccc(OC)cc4c3C)CC2)cc1	-1.1	-2.2	0.3	2.5	0.3	-1.7	-7.4	-21.8	-12.8	-1.4	-0.2
O=C(CC1C(=O)N(c2ccc(F)cc2)C(=O)N1Cc1ccccn1)Nc1ccccc1 (stereo not drawn)	-1.4	-1.5	4.4	-3.9	0.4	-1.1	-2.8	0.6	1.7	-0.9	-1.6
Cn1c(CC(=O)NNC(=O)c2cccnc2)nc2ccccc21	0.8	-0.1	-1.7	0.4	-1.9	0.1	0.5	-2.5	-1.5	-0.4	-0.1
C#CCCN([C@H](C(=O)OC)C(C)C)S(=O)(=O)c1ccc(F)cc1Br	0.4	2.2	1.4	-2.5	-0.8	-1.1	2.7	1.9	-1.8	-1.1	nt
Cc1cc(C)c2c(CN3CCC(C)CC3)cc(=O)oc2c1C	-0.3	-0.6	-0.9	0.4	0.0	0.0	0.5	-4.0	-0.8	-1.2	4.8*
CC1(C)NC(=O)N(CC(=O)NNC(=O)c2ccccc2F)C1=O	-1.7	4.2	-5.2	-0.8	1.3	-1.2	1.4	-6.1	1.4	-1.1	0.0
CN(C(=O)C1CCCO1)C1CCS(=O)(=O)C1 (stereo not drawn)	1.7	-1.5	-4.2	-0.3	0.8	2.4	-1.2	1.5	-0.2	-0.5	1.1
CCOc1ccc(Nc2nc(NCC3CCCO3)c3ccccc3n2)cc1 (stereo not drawn)	-4.4	-8.2	1.2	0.9	-2.2	-3.2	0.5	-4.7	0.4	-1.9	-1.0
CC(C)(C)NC(=O)Cn1nnnc1-c1nonc1N	-2.2	-1.4	1.9	-0.6	0.7	0.7	-5.0	1.8	-0.8	-0.9	-1.3
COC(=O)c1sc(N2CCCCC2)c(C#N)c1N	-1.5	7.1	-1.5	-0.3	-0.9	1.7	0.5	-2.9	3.3	-0.9	-0.6
O=C(O)CSc1c2c(nc3cc(C(=O)NCCN4CCOCC4)ccc13)CCC2	1.4	-1.0	-1.2	-5.6	0.2	-1.1	-3.0	-7.9	-0.7	-1.5	nt
O=C1C2CCCN2C(=O)N1CCCCN1CCN(c2cccc(Cl)c2)CC1 (stereo not drawn)	-2.1	-1.9	-4.8	-2.3	-0.5	1.4	-3.2	2.9	0.8	-0.9	-1.0
CC(Sc1ccc(Cl)cc1)C(=O)Nc1ccc(S(=O)(=O)N2CCOCC2)cc1 (stereo not drawn)	1.3	-0.2	0.8	2.3	-0.4	-2.9	4.6	-0.9	-0.8	-1.8	-0.5
CCOC(=O)N1CCN(C(=O)CN2C(=O)COc3ccc(S(=O)(=O)N4CCOCC4)cc32)CC1	-0.4	1.4	1.1	-5.2	1.0	0.6	-0.6	-5.2	0.4	-1.1	1.1
Cc1scc(C(=O)N2CCN(S(C)(=O)=O)CC2)c1-c1ccccc1	-1.0	-2.1	2.9	0.5	-1.0	-2.7	-1.4	2.9	2.2	-1.6	0.7
CCCCN(CC)CCCNC(=O)c1cn(CC(C)C)c(=O)c2c1c1ccccc1n2C	3.1	-1.3	-1.6	-3.8	0.6	-1.8	-94.5	-16.5	-9.3	-0.9	1.0
CCc1nc2c(OCC3CCCCC3)cccn2c1N(C)C(=O)c1ccc(OC)cc1	-4.5	-2.3	4.8	1.7	-1.0	0.0	1.9	-3.8	2.3	-1.3	nt
CCOC(=O)C1(CC2CCCCO2)CCN(C(=O)Nc2ccccc2)CC1 (stereo not drawn)	-2.7	2.2	-2.4	1.5	-0.2	-0.3	-4.6	-0.3	-0.3	-0.3	0.0
COc1cc(/C=N/NS(=O)(=O)c2ccc(C)cc2)ccc1OCc1ccc(C(=O)O)cc1	9.4*	13.2*	-3.3	-3.2	3.1	3.3	-0.7	-1.4	1.3	0.4	-6.0
CC(C)(C)/C(COc1ccccc1[N+](=O)[O-])=N/O	-3.5	1.1	6.6	-2.3	-0.4	-0.3	3.3	3.5	0.7	-1.8	2.0
O=C(CCNC(=O)c1ccc(Br)o1)NC1CCCC1	0.7	-1.9	0.2	-2.4	0.6	0.4	-1.8	-0.6	0.1	-1.5	0.5
Cc1ccc(O)c(-c2cc(C(=O)Nc3ccc(S(=O)(=O)Nc4nc(C)cc(C)n4)cc3)[nH]n2)c1	-0.2	-0.2	-5.5	1.6	1.2	-1.1	3.0	1.4	-1.1	-0.8	-1.0
CCCn1cc(SCC(N)=O)c2ccccc21	-0.4	1.1	-0.8	0.1	0.4	2.2	-0.5	3.4	0.6	-0.9	1.3
CC12CC3CC(C)(C1)CC(C(=O)NCc1ccco1)(C3)C2	2.1	0.0	-7.0	-4.5	0.4	-2.1	-2.1	1.1	-0.7	-2.0	-0.2
CC1CCN(C(=O)CCNC(=O)c2ccccc2)CC1	-0.1	2.1	-2.2	-2.1	0.2	-0.1	-0.7	-26.3	-0.3	-0.1	0.7
COc1ccc(NC(=O)C2(C)CCN2C(=O)CC2CCCC2)cc1OC (stereo not drawn)	-4.0	-0.7	1.0	4.0	0.5	1.0	-5.0	-1.1	2.7	-0.7	nt
Cc1cc(C)c(C(O)c2ncc(-c3cccc4ccccc34)[nH]2)c(C)c1 (stereo not drawn)	-1.6	0.4	7.6	-4.6	-0.1	-1.0	-20.5	-14.9	-10.0	-1.1	nt
CC(=O)n1cc([C@@H]2C=C(C(=O)N3CCN(Cc4ccccc4)CC3)O[C@H](OCc3ccc(CO)cc3)C2)c2ccccc21	0.7	-3.0	-6.7	3.5	-1.3	-2.8	-0.6	-8.3	-6.8	-1.9	-3.2
COCCCN(C(=O)c1ccccc1)c1nc(-c2ccc(OC)cc2)cs1	-3.5	-1.2	0.3	-6.7	-0.2	-2.8	1.9	-7.5	0.8	-1.7	0.0
O=C(NCc1nnnn1-c1cccc(F)c1)c1ccc(S(=O)(=O)N2CCOCC2)cc1	-1.9	0.9	-2.0	0.5	0.6	0.0	-5.6	-2.0	6.8	-0.6	-1.1
CCCC(=O)N1CCC(C(=O)NC2CCCc3ccccc32)CC1 (stereo not drawn)	-4.0	-0.4	3.1	2.7	-0.6	-2.2	1.2	6.0	9.3	-1.7	nt
N#Cc1sc2nc(C3CC3)cc(-c3ccccc3)c2c1N	-1.3	-1.3	4.8	-3.6	-0.8	-1.4	-14.8	-457.0	-332.2	-0.8	-0.5
COc1ccccc1C(=O)Nc1nnc(S(=O)(=O)N2CCC(C)CC2)s1	0.7	3.4	1.6	1.5	0.2	0.7	5.8	-10.7	-4.4	-0.6	5.0*
Cc1ccc(-c2nc(CS(=O)CC(=O)NCc3ccccc3)c(C)o2)cc1 (stereo not drawn)	1.4	-0.4	-5.1	-3.0	-1.4	-2.3	-1.7	-8.7	-5.4	-1.6	-0.8
CCOC(=O)[C@@H]1[C@H]2COc3ccccc3[C@H]2N2C(=O)N(c3ccc(OC)cc3)C(=O)[C@]12C	1.2	-0.6	1.9	2.5	-0.7	-1.5	-0.4	4.1	0.9	-1.6	0.5
CCOC(=O)c1c(C)[nH]c(C)c1S(=O)(=O)N(C)CC(=O)NCc1ccc(F)cc1	-0.1	-0.9	2.1	0.7	-0.3	0.2	-3.9	-0.4	2.5	-0.5	0.9

Structures listed so far marked active in SMARCA2 activ.
SMILES	SMARCA2 activ	NR1D1 modulator	MBD2 DNA inh	DAX1 inh-1	hcDAF-12 act	ADAM17 inh	PLCb3 inh	PLC-gamma1 inh	ssDAF-12 act	DAX1 inh-2
COc1cc(/C=N/NS(=O)(=O)c2ccc(C)cc2)ccc1OCc1ccc(C(=O)O)cc1	9.4*	-3.3	-3.2	3.1	3.3	-0.7	-1.4	1.3	0.4	-6.0

Bioassay records from PubChem.
